KLF5 inhibitor: inhibitors of KLF5 expression | AID 1700 | actives 0.23% (n = 290,000) | DLD-1 KLF5 promoter-luciferase reporter, luminescence | inhibition, % at 5 µM;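 active = inhibition above a per-plate limit of that plate's mean compound inhibition plus 3 SD, cut at about 60% in these data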;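 note: 0% = DMSO wells and 100% = LY294002 at 200 µM; higher means less KLF5 promoter-driven luciferase light; inactives centre near -14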
HSF-1 act: increases HSF-1 driven luciferase reporter signal. NIH3T3-HGL HSF-1 luciferase reporter, MG132, 8 h; 100% = twice DMSO control signal. activation, % at 9 µM. actives 1.7% (n = 300,000);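 active = mean replicate activation of at least 50% with a set share of replicates each reaching 50%; inconclusive = only one of those two conditions met; inactive = mean below 50% and too few replicates reaching it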;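 note: 0% = median of the neutral control wells and 100% = twice that signal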
IEC-6 cytotox: kills IEC-6 intestinal cells in KLF5 counter-screen; IEC-6 cytotoxicity, luminescence viability; inhibition, % at 5 µM; actives 0.78% (n = 290,000); AID 1825; in the data active = inhibition above about 22%;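 note: 0% = plate median of test compound wells and 100% = cytotoxic reference compound wells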
DYRK1A inh: Dyrk1A (rat) kinase inhibition; Q63470; ADP-Glo luminescence, NFATc1 peptide; inhibition, % at 12.5 µM; actives 0.43% (n = 310,000); AID 504441; in the data active = inhibition above about 50%;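 note: plate controls were vehicle with enzyme for no effect and no enzyme for full effect; many of its hits are not listed in these tables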
HSP90 refold inh: inhibitors of HSP90 luciferase refolding in rabbit reticulocyte lysate; inhibition, % at 5.6 µM; actives 0.91% (n = 290,000); luciferase refolding luminescence, 3 h;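 active = inhibition above the screen-wide mean plus 3 SD, computed separately per campaign, cut at about 16% in these data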;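 note: 0% = DMSO wells and 100% = 60 µM geldanamycin wells; inhibitors lower the luminescence because luciferase stays unfolded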
Platelet DG rel: platelet dense granule release activity | human platelet-rich plasma, SFLLRN dense granule ATP release, luminescence | inhibition, %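 (compounds screened at 7.5 µM in platelet-rich plasma)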 | actives 0.22% (n = 300,000) | AID 1663;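 active = mean replicate score, as percent of positive control, at or above 50; inconclusive = mean below 50 but at least one replicate at or above 50; inactive = mean and every replicate below 50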
HSF1 inhib: HSF1 inhibition; NIH3T3-HGL HSE-luciferase, MG132-induced, luminescence 8 h; hits give low values; activity change, negative = inhibition, % at 7.5 µM (by protocol); actives 0.77% (n = 300,000);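 active = more than half of replicate wells show activity change below -50%, luminescence cut by over half; inconclusive = some wells, but at most half, below -50%; inactive = no replicate well below -50%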;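 note: luciferase reports HSF-1 transcriptional activity via heat shock element; 0% = median of DMSO wells and -100% = zero luminescence signal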
GSK3A inh: human GSK-3 alpha kinase inhibition; ADP-Glo luminescence, 60 min; actives 0.1% (n = 320,000); AID 2650; inhibition, % at 10 µM; P49840;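 in the data active = inhibition above about 50%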;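 note: GST-tagged GSK-3 alpha with peptide substrate and 25 µM ATP; 0% = DMSO neutral wells and 100% = GW8510 positive control wells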
Target sequence (P49840 whole entry, looked up): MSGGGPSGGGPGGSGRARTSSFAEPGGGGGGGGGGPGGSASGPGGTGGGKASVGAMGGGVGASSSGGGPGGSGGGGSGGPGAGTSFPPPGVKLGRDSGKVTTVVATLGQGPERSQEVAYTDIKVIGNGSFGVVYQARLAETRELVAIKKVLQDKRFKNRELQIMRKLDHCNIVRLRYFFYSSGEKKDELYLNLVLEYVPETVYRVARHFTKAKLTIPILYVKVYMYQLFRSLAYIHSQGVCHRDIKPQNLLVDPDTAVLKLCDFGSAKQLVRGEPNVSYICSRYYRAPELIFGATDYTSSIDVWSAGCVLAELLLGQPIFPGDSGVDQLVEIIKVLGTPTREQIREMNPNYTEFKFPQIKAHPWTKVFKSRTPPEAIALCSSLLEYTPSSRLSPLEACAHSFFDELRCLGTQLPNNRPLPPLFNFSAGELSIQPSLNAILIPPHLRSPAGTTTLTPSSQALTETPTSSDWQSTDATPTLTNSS
aSyn UTR inh: MLPCN primary screen, SNCA 5' untranslated region | alpha-synuclein 5'UTR reporter, inhibitor activity | inhibition, % (tested at 7.5 µM) | actives 0.82% (n = 300,000); in the data active = inhibition above about 60%; inconclusive = no clear call, values can overlap the other calls;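 note: H4 neuroglioblastoma cells stably carrying SNCA 5'UTR luciferase fusion; 0% = DMSO wells and 100% = positive control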
GSK3beta inhib: human GSK3beta kinase inhibition | P49841 | GST-GSK3beta kinase, ADP-Glo luminescence, 60 min; hits give low values | activity score (negative = inhibition), % at 10 µM | actives 0.038% (n = 300,000) | AID 2097;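 active = more than half of replicate wells score below -50%, meaning over 50% inhibition versus plate controls; inconclusive = some replicates but at most half score below -50%; inactive = no replicate scores below -50%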;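 note: 0% = median DMSO wells and -100% = median GW8510 positive control wells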
Target sequence (P49841 whole entry, looked up): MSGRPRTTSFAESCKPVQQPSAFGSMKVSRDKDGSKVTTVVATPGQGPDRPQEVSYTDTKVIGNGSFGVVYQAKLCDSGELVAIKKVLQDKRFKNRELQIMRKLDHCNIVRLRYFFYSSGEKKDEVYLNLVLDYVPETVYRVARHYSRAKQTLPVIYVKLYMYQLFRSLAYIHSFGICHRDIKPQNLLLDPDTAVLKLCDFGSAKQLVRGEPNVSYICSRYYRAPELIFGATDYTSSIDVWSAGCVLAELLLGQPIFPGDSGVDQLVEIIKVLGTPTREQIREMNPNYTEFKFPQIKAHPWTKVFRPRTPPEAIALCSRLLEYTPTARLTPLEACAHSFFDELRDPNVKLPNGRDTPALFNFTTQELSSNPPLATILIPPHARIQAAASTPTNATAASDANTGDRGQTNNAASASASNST
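Assay system: GST-fused GSK3beta enzyme, cell-free / Medium: Tris pH 7.5 buffer with MgCl2, DTT, BSA, heparin / Also added: peptide substrate plus 25 µM ATP (final) / Compound: 10 µM single point / Timing: kinase reaction with compound 60 min at room temperature / Detection: ADP-Glo luminescence / Benchmarks: DMSO neutral wells and GW8510 at 20 µM as positive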
Numbers without * were called inactive; ? = inconclusive; · = not tested or not shown. Some of the compounds tested; rates above refer to the full screens.

canonical_smiles	KLF5 inhibitor	HSF-1 act	IEC-6 cytotox	DYRK1A inh	HSP90 refold inh	Platelet DG rel	HSF1 inhib	GSK3A inh	aSyn UTR inh	GSK3beta inhib
O=C(NCCCCNC(=O)c1c(Cl)cccc1Cl)c1c(Cl)cccc1Cl	·	8	·	·	·	-2	2	-3	6	-5
CCS(=O)(=O)c1ccc(-c2cccc(NC(=O)COc3ccccc3)c2)nn1	-5	-10	-2	1	-8	-12	-5	-1	8	0
Clc1ccc2nc(CSc3ccccc3)cn2c1	-139	70*	0	3	25*	7	29	·	3	-3
COc1cc(C(=O)N(C)CCOc2ccccc2)ccc1OCC(=O)Nc1cccc(C(F)(F)F)c1	·	-6	·	-2	·	-4	1	-2	-6	3
CCCSc1nnc(-c2cnn(-c3ccccc3)c2-n2cccc2)n1C	-11	7	3	12	2	4	-1	-1	-1	-2
CCc1cc2c(=O)n(CC)c(SC(C)C(=O)Nc3c(C)n(C)n(-c4ccccc4)c3=O)nc2s1 (stereo unspecified)	-8	-2	0	3	4	-3	-12	-2	0	1
COc1ccc(C2CC(c3ccc(C)cc3)=NN2C(=O)c2ccccc2)cc1 (stereo unspecified)	0	-19	12	2	8	2	2	-4	26	1
Cc1ccc(S(=O)(=O)n2cnc3cc([N+](=O)[O-])ccc32)cc1C	2	4	7	25	0	4	-2	0	9	1
N#Cc1nc(-c2ccc(F)cc2)oc1NCCCn1ccnc1	-23	9	-2	·	-2	-56	-3	7	-90	-3
COc1ccc(/C(C)=N/NC(=O)c2ccc(CSc3nncn3C)cc2)cc1	4	-27	1	5	1	6	-12	-2	5	-5
O=C(COc1ccc(Cl)cc1)NCc1nnc(SCC(=O)N2CCCCC2)o1	-26	4	-4	15	-1	3	-7	-1	12	2
C#CCNC(=O)C1=C[C@@H](C2CC2)C[C@@H](OCc2ccc(CO)cc2)O1	-13	5	-12	5	5	2	-4	-2	4	2
Clc1cccc(/C=N/Nc2ncnc3ccccc23)c1	-62	33	4	-9	-1	4	9	2	-198	5
O=C(Cc1ccc(Br)c2ccccc12)N/N=C/c1ccccn1	-13	0	3	4	6	-11	2	0	3	1
O=C(O)/C=C/c1ccc(O)c(O)c1	-32	-2	-4	33	2	0	-7	-1	9	0
S=C(Nc1ccccc1)Nc1nc2ccccc2n1CCOc1ccc(Br)cc1	-7	4	4	-9	-1	1	0	-4	-44	1
COc1ccc(/C=C/c2nc(N)nc(-c3ccccc3O)n2)cc1OC	18	-3	5	-3	-4	-1	-3	-1	-50	0
CCCCn1nc(C(=O)N(C)CC(=O)Nc2cccc(F)c2)c2ccccc2c1=O	·	5	·	0	·	-2	0	·	8	5
COC(=O)c1sccc1S(=O)(=O)Nc1ccc(Cl)cc1	9	8	1	-5	1	-1	0	-1	25	0
O=S(=O)(Nc1ccc2c(c1)OCO2)c1ccc(Br)s1	-5	18	-2	0	2	-3	8	-1	-1	3
Cc1nc2cc(-c3cccc(F)c3)nn2c(C)c1CCC(=O)NC(C)CCc1ccco1 (stereo unspecified)	-20	-27	7	2	3	-6	-11	0	51	3
CCOc1ccc(C2CC(c3ccc(CC)cc3)Nc3nc(N)nn32)cc1 (stereo unspecified)	-37	2	1	13	3	-1	1	-3	-65	-2
CCOc1ccc(C(=O)NCC(=O)OCC(=O)N2C(C)CCCC2C)cc1 (stereo unspecified)	-5	-1	0	-10	-2	2	-9	-7	9	4
Cc1ccccc1COC(=O)CNC(=O)c1sc2ccccc2c1Cl	·	9	·	13	·	12	9	-1	-2	2
COc1ccc(-c2ccc(=O)n(Cc3cc(=O)n4ccccc4n3)n2)cc1	-20	-12	6	3	7	-5	-3	-2	28	1
COc1ccc2nc(SCC(=O)Nc3ccc(S(=O)(=O)Nc4onc(C)c4C)cc3)[nH]c2c1	-20	-1	0	33	-2	-7	-1	6	7	3
COc1ccc(OC)c(CCNC(=O)c2ccc(CS(=O)Cc3ccc(Cl)cc3)o2)c1 (stereo unspecified)	-3	-14	3	1	-1	-5	-1	4	16	2
CCn1c(SCC(=O)NCc2ccc(C)cc2)nnc1-c1ccncc1	-13	-5	-3	-1	-2	-8	2	-4	-5	1
O=C(NNS(=O)(=O)c1ccccc1)c1ccc(F)cc1	-7	44	4	6	0	1	5	-1	-4	1
COc1cccc(-c2cccc(NC(=O)C3CCN(Cc4ccc(CO)o4)CC3)c2)c1	-15	-24	-1	3	-1	-16	-11	-1	-7	2
Cc1ccc2nc(SC(C)C(=O)NCc3ccco3)[nH]c2c1 (stereo unspecified)	-27	6	-6	-1	0	5	2	1	30	2
CC(=O)c1cnc2cc(C)nn2c1C	0	4	-10	-6	-1	-41	-6	0	3	-4
Cc1cnccc1CN(C)Cc1cn(C)nc1-c1ccc(Oc2ccccc2)cc1	-10	9	0	2	-3	5	0	-1	-21	5
Cc1cc(NC(=O)CSc2nnc(-c3c[nH]c4ccccc34)n2C)no1	-11	6	-3	0	9	4	4	2	-3	-2
CCN1CCCC1CNCc1ccc(OCc2ccc(Cl)nc2)c(OC)c1 (stereo unspecified)	-10	-11	4	-8	3	7	-2	-1	-20	-1
COc1ccc(N(CC(=O)N2CCCC2)S(C)(=O)=O)cc1	0	-55	3	10	9	-8	-42	-2	6	-1
Cc1c(NC(=O)Nc2cccc(Cl)c2)c(=O)n(-c2ccccc2)n1C	6	-16	3	5	4	0	-3	0	26	-1
O=C(NN1C(=O)CSC1=S)c1cccnc1	-28	-10	-1	·	-3	6	-3	-1	-15	-1
CC1CCc2c(sc3ncn(CC(=O)N=Nc4c(O)[nH]c5ccccc45)c(=O)c23)C1 (stereo unspecified)	9	-10	-10	7	2	4	-7	-3	29	0
Cc1ccc(NC(=O)C2CCCN(S(=O)(=O)c3ccc4[nH]c(=O)ccc4c3)C2)cc1C (stereo unspecified)	-27	-10	-4	7	-3	1	-10	-1	-19	3
CC(C)(C)c1ccc(C(=O)OCCNC(=O)c2c(Cl)nc3ccccn23)cc1	-33	2	-1	3	2	-4	2	-1	-15	1
COC(=O)CCCC(=O)N1CCCC(CNS(=O)(=O)c2ccc(OC)cc2)C1 (stereo unspecified)	-28	-9	1	-2	-1	-4	-5	-2	-5	1
O=C(NC1(O)C(=O)c2ccccc2C1=O)c1ccc(C(F)(F)F)cc1	9	21	-3	·	6	-1	2	1	-17	-2
CC(/C=N/NC(=O)c1cc(-c2ccc(Cl)cc2)nc2ccccc12)=C\c1ccco1	-3	-6	10	-6	5	6	-10	3	85*	0
CCOC(=O)c1c(N2C(=O)CC(Sc3ccccc3C(=O)O)C2=O)sc2c1CCCC2 (stereo unspecified)	-13	24	-5	3	-1	2	9	-3	2	4
Cc1ccc(Nc2nc(N)nc(CC#N)n2)cc1	-24	8	17	6	10	3	1	-3	-118	-2
Cc1ccc(Nc2nc(N)c([N+](=O)[O-])c(N3CCCC(C)C3)n2)cc1C (stereo unspecified)	2	21	4	18	0	-3	9	-1	36	-1
CN(C)CCCN(C(=O)c1ccc(C(=O)c2ccccc2)cc1)c1nc2cc3c(cc2s1)OCO3	-8	-49	6	2	5	2	-44	4	?	-4
CC(NC(=O)C1CCCN(S(=O)(=O)N2CCOCC2)C1)c1ccccc1 (stereo unspecified)	-5	4	-7	·	-2	-6	-11	-8	16	2
CCCCCN(C(=O)CCC(=O)OCCOc1cccc(C)c1)c1c(N)n(CCCC)c(=O)[nH]c1=O	·	6	·	-2	·	-5	4	-1	-6	·
O=C(c1ccccc1Cl)N1CCC(N2CCC(C(=O)N3CCCC3)CC2)CC1	-32	-5	-3	-2	1	4	2	0	-21	1
COc1ccc(N(Cc2cc(=O)[nH]c3ccccc23)C(=O)C(C)C)cc1	1	-4	0	-3	0	-10	0	-1	6	-1
Cc1ccc(NC(=O)CNCc2ccc(Cl)cc2Cl)cc1S(=O)(=O)N(C)C	0	37	1	-1	-5	1	7	-2	2	0
Cc1ccc(C)c(OCc2cc(C(=O)N(C)Cc3nccs3)no2)c1	-42	8	4	4	-3	13	8	-2	-40	-1
CC(C)CC(NC(=O)C(NC(=O)C1CCC(=O)N1C(=O)OCc1ccccc1)C(C)C)C(=O)N1CCCC1C(N)=O (stereo unspecified)	5	4	-6	1	-7	-2	-4	-3	6	1
CCC(=O)c1ccc(OCC(O)CNC2CCCC2)cc1 (stereo unspecified)	-42	-7	-3	-6	-2	9	-7	-3	0	-2
O=C(Cn1cnc2c(cnn2-c2ccccc2Cl)c1=O)N1CCc2ccccc21	-16	11	-2	1	3	-1	3	0	20	-2
Cc1cccn2c(=O)c(/C=C(\C#N)C(=O)NC3CCS(=O)(=O)C3)c(N3CC(C)OC(C)C3)nc12 (stereo unspecified)	-22	4	1	0	2	-3	-5	3	13	-3
CCN(CC)S(=O)(=O)c1ccc(N2CCOCC2)c(NC(=O)CNCCc2ccccc2)c1	-16	8	9	-3	3	3	5	0	15	-2
O=C(CCC1CCCC1)N=C1SC2CS(=O)(=O)CC2N1Cc1ccccc1 (stereo unspecified)	-16	10	3	-6	5	-5	3	-2	-1	-2

Next part:
canonical_smiles	KLF5 inhibitor	HSF-1 act	IEC-6 cytotox	DYRK1A inh	HSP90 refold inh	Platelet DG rel	HSF1 inhib	GSK3A inh	aSyn UTR inh	GSK3beta inhib
COCCNC(=O)c1ccc(C2SCC(=O)N2Cc2ccco2)cc1 (stereo unspecified)	-27	6	0	-3	0	-17	-12	1	-21	-1
Cc1nn(Cc2c(F)c(F)c(F)c(F)c2F)c(C)c1NC(=O)c1cccc(COc2ccccc2Cl)c1	-202	3	-4	0	14	10	8	1	-97	1
CC(C)Cn1cnc2c(c1=N)C(c1ccccc1)C1=C(CC(C)(C)CC1=O)O2 (stereo unspecified)	-9	15	-4	11	0	27	-2	7	-12	-7
CCOC(=O)c1ccc(Oc2nc(SC)nc(N(C)C)n2)cc1	-1	7	-3	14	0	1	2	0	-13	3
COc1ccc(CC(=O)N2CCc3ccccc3C2)cc1	-52	29	-6	-3	-1	5	6	0	-31	-2
CN(CC(=O)Nc1ccccc1C(F)(F)F)C(=O)C1CCN(C(=O)c2ccc(Cl)cc2)CC1	·	-17	·	-3	·	21	-1	-1	3	3
CCCc1[nH]nc2c1C(c1ccc(OCCN3CCOCC3)c(OCC)c1)C(C#N)=C(N)O2 (stereo unspecified)	-41	21	2	0	0	-2	13	-3	-23	0
COc1ccc(C(=O)NC2CCN(C(=S)Nc3cccc(C)c3C)CC2)cc1	-26	-4	-9	-3	-3	7	2	2	-6	2
Cc1cc(Nc2ccc(F)cc2C)n2nc(C)nc2n1	-44	10	-5	8	1	1	-6	-3	-2	1
Cn1cc(S(=O)(=O)Nc2ccc(F)cc2F)c(=O)n(C)c1=O	-9	-25	-2	4	2	3	0	-1	-5	-1
